FXIIa inh 1536: human FXIIa protease inhibitors, primary screen, biochemical, 1536-well. Coagulation factor XII (Homo sapiens), P00748. 220,000 tested, 0.3% active. purified FXIIa, Boc-QGR-AMC fluorogenic substrate, 2 h. inhibition, % at 5 µM; in the data active = inhibition above about 40%;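 note: 0% = enzyme with no compound and 100% = blank without enzyme; many of its hits are not listed in these tables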
Rad51 HR inh: human RAD51 strand exchange inhibitors, primary screen, biochemical, fluorescence; AID 1385, 2008; hRad51 DNA strand exchange, fluorescence dequenching; 200,000 tested, 0.085% active; inhibition, % at 10 µM;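 active = inhibition above 40% at the single screening dose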;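 note: 0% = DMSO control wells and 100% = blanks with heterologous ssDNA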
Target sequence (Q06609 whole entry, looked up): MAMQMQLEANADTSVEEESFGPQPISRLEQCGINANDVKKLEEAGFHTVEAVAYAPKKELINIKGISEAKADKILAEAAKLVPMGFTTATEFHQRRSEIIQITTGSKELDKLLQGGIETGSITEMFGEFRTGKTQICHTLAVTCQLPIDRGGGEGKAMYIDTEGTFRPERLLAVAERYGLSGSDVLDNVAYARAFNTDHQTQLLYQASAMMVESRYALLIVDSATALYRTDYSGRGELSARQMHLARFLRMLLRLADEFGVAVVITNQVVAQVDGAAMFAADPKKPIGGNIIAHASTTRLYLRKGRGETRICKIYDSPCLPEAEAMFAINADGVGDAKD
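material = hRad51 filaments on single-stranded DNA | reagent = Donor/quencher-labelled 47-bp dsDNA substrate | compound = 10 µM final, single point | schedule = strand-exchange reaction 15 min at room temperature | measured by = fluorescein emission 520 nm, excitation 485 nm | read-out basis = % inhibition versus plate control and blank means | benchmarks = plate controls and plate blanks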
thrombin 1536: human alpha-thrombin inhibitors, primary screen, counter-screen for coagulation protease inhibitor project, biochemical, 1536-well, fluorogenic AMC substrate. Prothrombin (Homo sapiens), P00734. AID 1046, 2008. 220,000 tested, 0.26% active. Boc-VPR-AMC fluorogenic substrate cleavage. inhibition, % at 5 µM;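 active = inhibition at or above 40%; inactive = inhibition below 40%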;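 note: 0% = enzyme with no compound and 100% = wells without enzyme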
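System – human alpha-thrombin protein · Reagent – Boc-VPR-AMC substrate, 15 µM final · Compound – 5 µM single dose in 0.2% DMSO · Schedule – reaction at room temperature · Technique – AMC fluorescence at 355 nm excitation and 460 nm emission · Read-out basis – % inhibition relative to enzyme controls and enzyme-free blanks · Control set – no-compound enzyme wells and no-enzyme blanks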
KLK5 inh: human KLK5 protease inhibitors, primary screen, biochemical, 1536-well; 210,000 tested, 0.59% active; inhibition, % at 5 µM; recombinant hK5, fluorogenic AMC substrate cleavage; Kallikrein-5 (Homo sapiens), Q9Y337;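 active = inhibition of 40% or more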;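 note: 0% = enzyme controls without compound and 100% = no-enzyme blanks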
FXIa inh 1536: human FXIa protease inhibitors, primary screen, biochemical, 1536-well | Coagulation factor XI (Homo sapiens), P03951 | purified FXIa, Boc-Glu-Ala-Arg-AMC fluorogenic substrate | inhibition, % at 5 µM | 220,000 tested, 0.14% active | AID 798, 2007;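 active = inhibition of at least 40%; inactive = inhibition below 40%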;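 note: fluorescence of freed AMC excited at 355 nm; 0% = enzyme without compound and 100% = no enzyme blank; many of its hits are not listed in these tables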
Calpain2 inh: inhibitors of pig calpain II, primary screen, biochemical, fluorogenic peptide substrate, 1536-well; 220,000 tested, 0.37% active; purified calpain II, 30 min; AID 1236, 2008; inhibition, % at 16 µM;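 active = inhibition above about 50%, limit read from the data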
Furin inhibitor: human furin inhibitors, primary screen, biochemical, fluorescence intensity; inhibition, % at 30 µM; 220,000 tested, 0.061% active; AID 463115, 2010; purified furin, fluorogenic substrate cleavage; in the data active = inhibition above about 25%; note: inactives centre near -15
Target sequence (P09958 108-714 limits assumed): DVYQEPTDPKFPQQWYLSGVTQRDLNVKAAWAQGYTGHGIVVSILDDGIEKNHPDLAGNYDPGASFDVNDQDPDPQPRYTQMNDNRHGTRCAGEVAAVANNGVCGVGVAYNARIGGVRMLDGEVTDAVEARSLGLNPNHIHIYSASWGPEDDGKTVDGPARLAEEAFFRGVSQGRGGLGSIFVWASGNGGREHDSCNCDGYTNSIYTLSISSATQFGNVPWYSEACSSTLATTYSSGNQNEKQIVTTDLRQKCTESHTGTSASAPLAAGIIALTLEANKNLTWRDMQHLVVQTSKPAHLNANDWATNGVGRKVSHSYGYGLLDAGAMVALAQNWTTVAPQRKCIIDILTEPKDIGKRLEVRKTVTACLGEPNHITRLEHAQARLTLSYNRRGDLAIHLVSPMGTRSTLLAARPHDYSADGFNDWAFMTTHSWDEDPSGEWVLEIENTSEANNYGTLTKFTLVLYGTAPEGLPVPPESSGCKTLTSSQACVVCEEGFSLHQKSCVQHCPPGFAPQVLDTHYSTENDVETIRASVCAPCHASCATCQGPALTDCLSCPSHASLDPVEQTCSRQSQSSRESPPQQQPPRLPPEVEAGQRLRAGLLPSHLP
PERK inh: block of dimerizer-induced PERK translation repression, primary screen, PERK inhibitor project, CHO PERK-DD cells, SEAP luminescence, HTS. inhibition, % at 5.6 µM. CHO PERK-DD fusion, SEAP luminescence translation reporter. 220,000 tested, 0.17% active;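 active = inhibition above the mean inhibition of all tested compounds plus 3 SD, set separately per screening campaign, cut at about 2.9% in these data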;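 note: PERK kinase domain activated by AP20187 dimerizer at 100 nM; 0% = DMSO with dimerizer and 100% = rapamycin at 8.4 µM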
Cl transport mod: KCC2 cotransporter modulators, thallium flux, primary screen, cell-based, HEK293 KCC2, FluoZin-2 fluorescence, MLSMR; Solute carrier family 12 member 5 (Homo sapiens), Q9H2X9; KCC2 cells, thallium flux FluoZin-2 fluorescence; B-score of Tl+ flux slope (higher = more flux/activation; lower = inhibition) at 10 µM; 190,000 tested, 2.2% active;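 active = thallium flux slope and its plate-corrected score both differing from the plate sample mean at a set confidence after two filtering rounds, in either direction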;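 note: slope of fluorescence scaled to starting intensity during 10 to 20 s after thallium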
Starred values were filed as active, the others as inactive; · = no result given; [ ] = remark or other dose.

1	CC(C)CNC(=S)NNC(=O)c1ccc(OC(F)F)cc1
2	CCOc1cc(C2NC(=O)N(C)C(C)=C2C(=O)OC)cc(Br)c1O (stereo not drawn)
3	CCCC(=O)c1ccc(-c2ccccc2)cc1
4	CN1CCN(C(=O)c2ccc(CS(=O)(=O)c3c(Cl)cccc3Cl)o2)CC1
5	Cc1ccccc1CSc1nnc(C)c(=O)[nH]1

assay / entry	1	2	3	4	5
FXIIa inh 1536	19	2	8	6	11
Rad51 HR inh	-5	-10	5	-4	-4
thrombin 1536	-6	-6	-7	6	-10
KLK5 inh	-96	-19	3	-11	-11
FXIa inh 1536	0	-9	-1	1	1
Calpain2 inh	-32	3	-3	9	-22
Furin inhibitor	-15[20 µM]	-17[20 µM]	0[20 µM]	-17	-27
PERK inh	0.8	-0.5	0.8	0.6	1.1
Cl transport mod	-0.067	1	0.45	-3.3*	0.85

6	N#Cc1cc2c(nc1SCc1ccccc1)CCC2
7	Cc1cc(C)n(CC(=O)O)n1
8	CCN(CC1CCCO1)C(=O)CCc1nnc(Cc2ccc3c(c2)OCO3)o1 (stereo not drawn)
9	CN(C)C(=O)c1cn(-c2ccccc2)nc1-c1cccs1
10	O=C(CSc1nccn1-c1ccccc1)c1ccc(Cl)cc1

assay / entry	6	7	8	9	10
FXIIa inh 1536	20	10	7	-2	14
Rad51 HR inh	-5	-2	6	-7	·
thrombin 1536	5	-5	-10	-7	5
KLK5 inh	-4	-13	5	-26	-5
FXIa inh 1536	11	2	4	4	5
Calpain2 inh	-13	1	40	-20	4
Furin inhibitor	-8[20 µM]	-17[20 µM]	-6	-19[20 µM]	-14[20 µM]
PERK inh	1.5	-0.4	-0.1	0.3	0.4
Cl transport mod	0.3	0.74	0.28	1.2	-2.3

11	O=C(Nc1ccc(F)cc1)Nc1cc(OCC(F)(F)F)cc(OCC(F)(F)F)c1
12	CCOc1ccc(NC(=O)Nc2cc(C(C)C)c(O)cc2C)cc1
13	CCOc1ccccc1NC(=O)Cn1c(-c2ccc(Cl)cc2)noc1=O
14	COc1ccc(C2N(C(=O)c3ccccc3)CCN2C(=O)c2ccccc2)cc1
15	FC(F)(F)c1ccc2c(c1)nc1n2CCCC1

assay / entry	11	12	13	14	15
FXIIa inh 1536	55*	10	10	4	28
Rad51 HR inh	-8	0	-4	-2	12
thrombin 1536	25	-1	0	2	2
KLK5 inh	30	1	0	4	5
FXIa inh 1536	16	-4	1	6	21
Calpain2 inh	25	-8	5	14	-3
Furin inhibitor	-24	-25	-25	-18[20 µM]	-10
PERK inh	0.0	1.9	0.5	-1.6	0.3
Cl transport mod	0.46	0.45	-1.5	-0.34	0.25

16	Cc1ccc(-c2cc(C(F)F)n3ncc(C(=O)N4CCc5ccccc5C4)c3n2)cc1
17	Cc1ccc(N2OC3C(=O)NC(=O)C3C2c2ccco2)cc1 (stereo not drawn)
18	Cn1cccc1/C=N/NC(=O)c1sc2ccccc2c1Cl
19	BrC(=C\c1ccccc1)/C=N/Nc1nc2ccccc2[nH]1
20	CCCNC(=O)CN(C)S(=O)(=O)c1ccc(F)cc1

assay / entry	16	17	18	19	20
FXIIa inh 1536	9	14	7	15	11
Rad51 HR inh	12	2	·	8	-7
thrombin 1536	16	-5	1	0	-2
KLK5 inh	2	5	0	-12	-15
FXIa inh 1536	-4	3	12	9	2
Calpain2 inh	-80	-5	23	-24	-11
Furin inhibitor	-19	0	-4[20 µM]	-23	-4
PERK inh	-1.1	0.3	-0.3	0.4	0.9
Cl transport mod	-0.34	0.52	1.9	0.62	1.1

3 compounds from above with just Furin inhibitor.
# | SMILES | Furin inhibitor
20 | CCCNC(=O)CN(C)S(=O)(=O)c1ccc(F)cc1 | -4
17 | Cc1ccc(N2OC3C(=O)NC(=O)C3C2c2ccco2)cc1 (stereo not drawn) | 0
18 | Cn1cccc1/C=N/NC(=O)c1sc2ccccc2c1Cl | -4[20 µM]

The results go on:
21	Cc1onc(-c2ccccc2Cl)c1C(=O)N1CCCc2ccccc21
22	Cn1c(-c2ccccc2)c(/C=N/NC(=O)c2ccc(O)cc2)c2ccccc21
23	CCOc1ccc(N2C(=O)NC(Cc3c[nH]c4ccccc34)C2=O)cc1 (stereo not drawn)
24	COC(=O)CSc1nc(NC#N)nc(NC(C)(C)C)n1
25	O=C(O)c1ccc2c(c1)nnn2C1CCCCC1

assay / entry	21	22	23	24	25
FXIIa inh 1536	2	7	12	10	-1
Rad51 HR inh	12	9	3	-7	5
thrombin 1536	-9	1	-1	0	4
KLK5 inh	-20	-6	-9	1	-5
FXIa inh 1536	-4	0	-1	0	-3
Calpain2 inh	-2	-39	-37	0	-7
Furin inhibitor	-14	-13	-12[20 µM]	-20	-11
PERK inh	-1.4	-0.2	-0.4	2.2	2.2
Cl transport mod	·	-3.4	-0.17	-0.18	1.1

26	Oc1ccc(N=Cc2c(O)ccc3ccccc23)cc1
27	COc1ccc(NS(=O)(=O)c2cccc3cccnc23)cc1
28	CC1(C)CC(=O)C2=C(C1)Nc1cc3c(cc1C2c1ccc2c(c1)OCO2)OCO3 (stereo not drawn)
29	CC(C)(C)c1cccc(P(=O)(c2ccccc2)c2ccccc2)c1O
30	Cc1ccnc(NC(=O)COC(=O)C23CC4CC(CC(C4)C2)C3)n1

assay / entry	26	27	28	29	30
FXIIa inh 1536	11	11	-14	3	-1
Rad51 HR inh	·	-7	-3	18	·
thrombin 1536	6	1	-15	-5	-10
KLK5 inh	5	-3	-266	-4	-2
FXIa inh 1536	5	1	-18	-1	0
Calpain2 inh	-18	-6	-257	-4	15
Furin inhibitor	-30	-12[20 µM]	-19	-6	-19
PERK inh	1.6	0.4	0.1	-0.3	1.4
Cl transport mod	0.077	-1.4	-0.15	·	-0.17

Whole records, looked up by structure. Values in the order: FXIIa inh 1536	Rad51 HR inh	thrombin 1536	KLK5 inh	FXIa inh 1536	Calpain2 inh	Furin inhibitor	PERK inh	Cl transport mod
Profile of `Cc1ccnc(NC(=O)COC(=O)C23CC4CC(CC(C4)C2)C3)n1` : -1	·	-10	-2	0	15	-19	1.4	-0.17
Profile of `Oc1ccc(N=Cc2c(O)ccc3ccccc23)cc1` : 11	·	6	5	5	-18	-30	1.6	0.077

Remaining list, next part
31	O=C(CSc1n[nH]c(-c2cccs2)n1)N1CCCc2ccccc21
32	CCCC(c1nnnn1CCC(C)C)N1CCC(C(N)=O)CC1 (stereo not drawn)
33	CCc1ccc(-n2c(SCC(=O)Nc3cc(C)[nH]n3)nc3[nH]ncc3c2=O)cc1
34	NC(=O)COC(=O)c1cccc2c1-c1ccccc1C2=O
35	CCN(CC)C(=S)SCC(=O)Nc1ccc(F)cc1

assay / entry	31	32	33	34	35
FXIIa inh 1536	-7	7	8	4	2
Rad51 HR inh	0	-6	-13	24	-4
thrombin 1536	-6	1	7	2	-6
KLK5 inh	-3	-9	-8	-4	22
FXIa inh 1536	-8	1	-3	-2	-6
Calpain2 inh	2	-16	14	-19	-3
Furin inhibitor	-24[20 µM]	-5	-27	-19	-17[20 µM]
PERK inh	0.6	0.7	0.5	1.7	1.9
Cl transport mod	-0.18	-1.9	0.24	-0.47	0.36

36	COc1ccc(S(=O)(=O)Nc2ccccc2C)cc1C(=O)N1CCOCC1
37	CCN1CCN(CCCN(Cc2ccco2)C(=S)Nc2ccccc2Cl)CC1
38	CSc1nnc(-c2cnccn2)n1CCCN1CCCC1=O
39	COc1ccc(C(=O)OCC(=O)NCc2ccc3c(c2)OCO3)cc1[N+](=O)[O-]
40	O=C(NCc1cccnc1)c1ccc(COc2ccccc2Br)cc1

assay / entry	36	37	38	39	40
FXIIa inh 1536	12	4	15	8	6
Rad51 HR inh	·	16	-5	12	1
thrombin 1536	0	1	3	1	-7
KLK5 inh	·	-4	-7	0	0
FXIa inh 1536	0	2	-2	17	-4
Calpain2 inh	2	-20	-6	-4	8
Furin inhibitor	-33	-26	-6	-4	-24
PERK inh	0.1	0.5	1.0	1.1	-0.1
Cl transport mod	-0.032	0.8	8.2*	0.63	-2.8

41	CC(Oc1ccc(C(C)(C)C)cc1)c1ccnc2nc(/N=C/N(C)C)nn12 (stereo not drawn)
42	O=C(O)c1ccccc1C(=O)NCC(O)COCC1CC=CCC1 (stereo not drawn)
43	O=S(=O)(NC1CC1)c1ccc(S(=O)(=O)N2CCCc3ccccc32)cc1
44	N#C/C(=N\Nc1cccc2ccccc12)c1nnc2n1CCCCC2
45	COCCCNC(=O)C1CCC(CNS(=O)(=O)c2ccc(C)cc2)CC1 (stereo not drawn)

assay / entry	41	42	43	44	45
FXIIa inh 1536	-11	8	9	7	1
Rad51 HR inh	-5	2	-1	-6	3
thrombin 1536	-5	-4	-8	-2	-6
KLK5 inh	-3	1	-13	-4	-2
FXIa inh 1536	-10	-2	4	9	-4
Calpain2 inh	-91	-2	-24	-49	2
Furin inhibitor	-12[20 µM]	-2	-16	-13	-26
PERK inh	-0.5	-0.3	-0.5	-0.2	0.6
Cl transport mod	-0.24	0.65	·	-0.028	-0.021

46	CC1=CC(c2ccc(Cl)cc2)n2nc(N3C(=O)CCC3=O)nc2N1 (stereo not drawn)
47	CC(C)n1c(CNC(=O)c2ccccc2)nc2ccccc21
48	N#CC(C#N)=C(Nc1ccccc1)c1ccccc1
49	CC1CCCCC1NC(=O)C1CCN(S(=O)(=O)c2ccc3c(c2)CCC(=O)N3)CC1 (stereo not drawn)
50	c1ccc(-c2cc(N3CCCCC3)nc(-c3ccccc3)n2)cc1
51	COc1ccc(C(=O)COC(=O)CCN2C(=O)C3C4CCC(C4)C3C2=O)cc1 (stereo not drawn)
52	Cc1cc(C)c([N+](=O)[O-])cc1NCC(=O)N1CCN(c2ccccc2)CC1

assay / entry	46	47	48	49	50	51	52
FXIIa inh 1536	3	-1	4	27	17	9	7
Rad51 HR inh	2	0	13	6	7	-12	10
thrombin 1536	6	-18	3	2	2	-12	1
KLK5 inh	-15	-23	14	-14	-4	0	5
FXIa inh 1536	-5	1	-1	22	14	-4	3
Calpain2 inh	-295	-26	-15	9	-28	16	25
Furin inhibitor	-12[20 µM]	2	-14	-5	-24[20 µM]	-13	-15
PERK inh	-0.8	-0.1	0.7	-0.7	1.2	0.2	-0.5
Cl transport mod	-0.091	-0.069	0.17	·	-0.67	-2.3	0.43

Not all compounds are listed (hit frequency here may not be typical).
